mcGAS MS inh: inhibitors of mouse cGAS; inhibition, % at 12.5 µM; 130,000 tested, 0.18% active; recombinant mouse cGAS, cGAMP by RapidFire MS; Q8C6L5;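 active = inhibition of cGAS enzyme activity at or above 60%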;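 note: enzyme stimulated by 45 bp dsDNA with ATP and GTP substrates; cGAMP share of summed cGAMP plus half ATP and half GTP signals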
Target sequence (Q8C6L5 whole entry, looked up): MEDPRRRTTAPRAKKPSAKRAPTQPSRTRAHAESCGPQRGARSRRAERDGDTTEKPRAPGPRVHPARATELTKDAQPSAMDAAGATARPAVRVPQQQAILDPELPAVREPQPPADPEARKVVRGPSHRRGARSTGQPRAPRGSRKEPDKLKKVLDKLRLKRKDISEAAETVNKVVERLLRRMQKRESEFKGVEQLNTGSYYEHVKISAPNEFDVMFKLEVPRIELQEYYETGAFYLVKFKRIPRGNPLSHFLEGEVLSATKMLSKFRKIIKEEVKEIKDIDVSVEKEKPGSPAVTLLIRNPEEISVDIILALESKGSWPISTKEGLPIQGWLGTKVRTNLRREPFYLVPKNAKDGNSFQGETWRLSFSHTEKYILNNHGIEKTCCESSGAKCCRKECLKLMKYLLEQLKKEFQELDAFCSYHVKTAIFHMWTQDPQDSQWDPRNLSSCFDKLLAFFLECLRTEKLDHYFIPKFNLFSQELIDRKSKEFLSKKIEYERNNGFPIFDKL
Active calls of the source: *; & = joins results of further samples. These rows are one share of the data, so the mix of outcomes need not match the whole.

Screening CCCCN(C)S(=O)(=O)NC(C)Cc1ccco1 (stereo unspecified) returned mcGAS MS inh -4.
For CC(SCc1nn(-c2ccc(F)cc2)c2c1CCC2)C(N)=O (stereo unspecified) the results were mcGAS MS inh -7.
Cn1cnnc1SCC#CCO was read as mcGAS MS inh -4.
For COC(=O)c1cc(C(C)C)nc2c1c(-c1ccccc1)nn2C1CCS(=O)(=O)C1 (stereo unspecified) the results were mcGAS MS inh -5.
`CCN(C(=O)c1cc(-c2ccccc2)nc2c1cnn2CC)C1CC1` gave mcGAS MS inh -6.
Clc1ccc(COC(Cn2ccnc2)c2ccc(Cl)cc2Cl)cc1 (stereo unspecified) was read as mcGAS MS inh -15&-7&4.
`Cc1cc(C)c(-c2cncc(C(=O)N3CCCCC3)n2)c(C)c1` gave mcGAS MS inh -12.
Screening O=C(c1ccc(Cl)cc1)N1CCCC(OCc2ccccc2)C1 (stereo unspecified) returned mcGAS MS inh -4.
`CC(C)c1nnsc1CNC(=O)c1ccc(CSc2ncccn2)o1` gave mcGAS MS inh -6.
`O=C(c1ccc2oc(CCc3ccccc3)nc2c1)N1CCCC1c1ccccn1` (stereo unspecified) gave mcGAS MS inh -4.
Screening CC(NC(=O)Nc1cnc(C(C)(C)C)nc1)c1ccc(F)cc1F (stereo unspecified) returned mcGAS MS inh -6.
Cc1noc(C)c1NC(=O)c1cccc(CN(C)C(C)c2ccco2)c1 (stereo unspecified) was read as mcGAS MS inh -16.
`O=c1ccc(-c2ccccc2)nn1Cc1ccccc1` gave mcGAS MS inh -13.
Screening CCOC(=O)C1=C(C)NC2=C(C(=O)CC(c3ccc(Cl)cc3)C2)C1c1ccc(Cl)cc1 (stereo unspecified) returned mcGAS MS inh -2.
CSc1ncc(CN2CCc3c([nH]c4ccccc34)C2C(C)(C)C)cn1 (stereo unspecified) was read as mcGAS MS inh -6.
`CCOC(=O)C1C(c2ccc(Cl)cc2)C(C#N)C(SC)=NC1(O)c1ccccc1` (stereo unspecified) gave mcGAS MS inh -4.
Screening Cn1c(=O)c2c(SCc3ccccc3)nc(C3CC3)nc2n(C)c1=O returned mcGAS MS inh 6.
Screening CC(C)c1nnc2n1CCN(C1CCCc3ccccc31)C2 (stereo unspecified) returned mcGAS MS inh -3.
Screening CC(C)c1ccsc1C(=O)NCC(C)(O)c1cnn(C)c1 (stereo unspecified) returned mcGAS MS inh -6.
CN(CCNC(=O)C(F)(F)F)C(=O)C1CC(=O)N(Cc2ccc(Cl)cc2)C1 (stereo unspecified) was read as mcGAS MS inh -7.
OC1CCN(c2ccnc(NCc3nccn3Cc3ccccc3)n2)CC1 was read as mcGAS MS inh 4.
For COc1ccc(CN2CCNC(=O)C2CC(=O)NCc2ccc(C)o2)cc1C (stereo unspecified) the results were mcGAS MS inh -3.
Screening Cc1cc(C)n(C(=O)c2cc(F)c(F)cc2Cl)n1 returned mcGAS MS inh -2.
`Cn1c(=O)c2ccccc2n2c(COC(=O)C34CCC(=O)N3c3ccccc3C(=O)N4C3CC3)nnc12` (stereo unspecified) gave mcGAS MS inh -5.
O=C(CCl)NCCc1ccc(OC(F)F)cc1 was read as mcGAS MS inh -6.
For COC(c1ccccc1)c1nnc(CCC(=O)NCc2cc(F)ccc2C)o1 (stereo unspecified) the results were mcGAS MS inh -1.
O=C1NC(=S)NC(=O)C1=Cc1nc(-c2cccc([N+](=O)[O-])c2)n2ccccc12 was read as mcGAS MS inh 1.
For S=c1[nH]nc(NCCc2cccs2)s1 the results were mcGAS MS inh -3.
CCOC(=O)N1CCN(C(=O)CSc2ccc(NC(=O)C3CC3)nn2)CC1 was read as mcGAS MS inh 7.
NC(=O)COc1ccc(C=C2N=C(c3cccc(Br)c3)OC2=O)cc1 was read as mcGAS MS inh -4.

A run of entries taken from the entries so far:
`CCOC(=O)C1C(c2ccc(Cl)cc2)C(C#N)C(SC)=NC1(O)c1ccccc1` (stereo unspecified) gave mcGAS MS inh -4.
Screening Cn1c(=O)c2c(SCc3ccccc3)nc(C3CC3)nc2n(C)c1=O returned mcGAS MS inh 6.
Screening CC(C)c1nnc2n1CCN(C1CCCc3ccccc31)C2 (stereo unspecified) returned mcGAS MS inh -3.
Screening CC(C)c1ccsc1C(=O)NCC(C)(O)c1cnn(C)c1 (stereo unspecified) returned mcGAS MS inh -6.

Additional results follow.
Screening CCn1c(SCc2cscn2)n[nH]c1=O returned mcGAS MS inh -2&3.
Screening CC1CCCCN1C1CN(C(=O)CCc2n[nH]c3c2CCCC3)C1 (stereo unspecified) returned mcGAS MS inh -4.
`COC(=O)c1cccc(S(=O)(=O)N2CC(=O)N(C)c3ccccc32)c1` gave mcGAS MS inh -6.
Screening O=C(O)[C@H]1C[C@H](C(=O)NCc2ccccn2)CN(C/C=C/c2ccccc2)C1 returned mcGAS MS inh -30.
`CS(=O)(=O)NCCc1ccc(-c2csc(-c3ccccc3N)n2)cc1` gave mcGAS MS inh -24.
Cc1cc(C)nc(-n2nc(C)cc2NC(=O)CSc2nnc(C)s2)n1 was read as mcGAS MS inh -7.
CC(=O)OC(OC(C)=O)c1coc2c(F)cccc2c1=O was read as mcGAS MS inh 3.
O=C(O[C@H]1[C@H](Oc2ccccc2COC(=O)C2(O)C=CCCC2=O)O[C@H](CO)[C@@H](O)[C@@H]1O)c1ccccc1 (stereo partly specified) was read as mcGAS MS inh 0.
`COc1ccc(NC(=O)c2cscn2)cc1OC1CCCC1` gave mcGAS MS inh -18.
O=C(Oc1cccc2cccnc12)c1ccc(Cl)cc1 was read as mcGAS MS inh -8.
Screening Cc1cccnc1NC(=O)NC1(c2ccc(F)cc2)CCC1 returned mcGAS MS inh 78*.
Screening CCCS(=O)(=O)NC(=O)C(C)(C)c1ccccc1 returned mcGAS MS inh 11.
For CC(C)(C)c1cnc(Cn2c(C(F)(F)F)csc2=O)o1 the results were mcGAS MS inh -7.
`C=CCNC(=O)c1ccccc1OCc1cn2cccc(C)c2n1` gave mcGAS MS inh 0.
CC(C)(C)c1nnc2sc(SCC(=O)NCC3CCCCC3)nn2c1=O was read as mcGAS MS inh -2.

The closing 2 entries of the part above lead into the next.
`C=CCNC(=O)c1ccccc1OCc1cn2cccc(C)c2n1` gave mcGAS MS inh 0.
CC(C)(C)c1nnc2sc(SCC(=O)NCC3CCCCC3)nn2c1=O was read as mcGAS MS inh -2.
For COc1cccc(CNC(=O)C(C)NCC2CN(C)CCO2)c1 (stereo unspecified) the results were mcGAS MS inh -29.
Screening CCN1C(=O)C2C3OC(C4C(c5ccc(Cl)cc5)=NOC34)C2C1=O (stereo unspecified) returned mcGAS MS inh -4.
COc1ccc(NC(C)c2nc(C)no2)cc1Cl (stereo unspecified) was read as mcGAS MS inh 7.
CCc1cn[nH]c1C1CCN(C(=O)c2cccc(O)c2C)CC1 was read as mcGAS MS inh -7.
For Cc1ccc(S(=O)(=O)N2CCCN(Cn3ncc4c(C)n(C)c(C)c4c3=O)CC2)cc1 the results were mcGAS MS inh -2.
For O=C(NCCC(=O)N1CCCc2cc(Cl)ccc21)c1ccoc1 the results were mcGAS MS inh -9.
For COC(=O)c1c(NC(=O)Cn2c(=O)c(C#N)cn(C)c2=O)sc(C)c1C the results were mcGAS MS inh -5.
For CCN1CCN(c2ccc(C(=O)C=Cc3ccc(O)c(OC)c3)cc2F)CC1 the results were mcGAS MS inh -12.
Screening COc1ccc(/C=C2\N=C(c3ccccc3)OC2=O)c(OC)c1OC returned mcGAS MS inh -7.
`O=C1CCC(C(=O)N2CCSCC2)CN1CCc1cccc(F)c1` (stereo unspecified) gave mcGAS MS inh 0.
Screening COc1ccc(Cn2c(-c3ccc(C)cc3)nc3oc4ccccc4c(=O)c3c2=O)cc1 returned mcGAS MS inh -5.
For Cc1ccccc1Cn1nc(-c2ccc3c(c2)OCO3)ccc1=O the results were mcGAS MS inh -10.
Screening COc1ccccc1CCN1CCCC(CN(C)C(=O)Cc2sc(C)nc2C)C1 (stereo unspecified) returned mcGAS MS inh -14.
For CCn1c(C2CCCN(C(=O)c3cccc(Cn4cccn4)c3)C2)nn(C)c1=O (stereo unspecified) the results were mcGAS MS inh -9.
For O=C(Nc1ccc(Cl)cc1)c1ccc(N2CC3CC(C2)c2cccc(=O)n2C3)c(NC(=O)c2ccc(F)cc2)c1 (stereo unspecified) the results were mcGAS MS inh -2.
For O=Cc1ccc(OC(=O)C2CCC(N3C(=O)C4CC=CCC4C3=O)CC2)cc1 (stereo unspecified) the results were mcGAS MS inh 3.
`CCCC(=O)Nc1ccc(CC(=O)NCc2n[nH]c3c2CCC3)cc1` gave mcGAS MS inh -9.
Screening O=C(c1cnc(Nc2ccccc2)nc1)N1CCOC2(CNCCOC2)C1 (stereo unspecified) returned mcGAS MS inh -9.
Screening CN1CCCNC(=O)C12CCN(C(=O)c1ccccc1C1CCNC1)CC2 (stereo unspecified) returned mcGAS MS inh -9.
For Cc1ccc(N=Cc2nc(-c3ccc(Br)cc3)oc2O)cc1 the results were mcGAS MS inh 8.
Screening O=C(N1CCc2ccc(S(=O)(=O)N3CCC(N4CCCCC4)CC3)cc2C1)C(F)(F)F returned mcGAS MS inh 15.
N#Cc1c(N)n(CCN)c2nc3ccccc3nc12 was read as mcGAS MS inh 2&19.
For CCn1c(SCC(=O)Nc2nc3ccccc3s2)nc2c(c1=O)SC(C)C2 (stereo unspecified) the results were mcGAS MS inh -10.
`O=C(c1c(F)c(F)c(F)c(F)c1F)N1CCC2(CC1)C(=O)NCN2c1ccccc1` gave mcGAS MS inh 17.
Screening Cc1cc(C)n(C(=O)c2cnn(-c3ccccn3)c2C)n1 returned mcGAS MS inh 0.
`CC1CCC(NC(=O)c2cnn(-c3ccccc3)c2)CC1` (stereo unspecified) gave mcGAS MS inh -3.
For O=C1NCC2(CCCN(C(=O)c3cc4ccccc4s3)C2)O1 (stereo unspecified) the results were mcGAS MS inh -7.
`Cc1ccccc1CN(C)C(C)C(=O)NCc1cccs1` (stereo unspecified) gave mcGAS MS inh 9.
`Cc1ccc(CSc2nc3c(c(=O)[nH]c(=O)n3C)n2Cc2ccccc2)cc1` gave mcGAS MS inh -10.
CCn1nnc2c(SCC(=O)N3CCC(Cc4ccccc4)CC3)ncnc21 was read as mcGAS MS inh -2.

Six compounds already listed, sorted by heavy-atom count, rising.
Screening CCn1c(SCc2cscn2)n[nH]c1=O returned mcGAS MS inh -2&3.
CC(=O)OC(OC(C)=O)c1coc2c(F)cccc2c1=O was read as mcGAS MS inh 3.
Screening Cc1cccnc1NC(=O)NC1(c2ccc(F)cc2)CCC1 returned mcGAS MS inh 78*.
CCOC(=O)N1CCN(C(=O)CSc2ccc(NC(=O)C3CC3)nn2)CC1 was read as mcGAS MS inh 7.
`Cc1ccc(CSc2nc3c(c(=O)[nH]c(=O)n3C)n2Cc2ccccc2)cc1` gave mcGAS MS inh -10.
`CCOC(=O)C1C(c2ccc(Cl)cc2)C(C#N)C(SC)=NC1(O)c1ccccc1` (stereo unspecified) gave mcGAS MS inh -4.

Next section
`CN1CCC2(CCCN(C(=O)COc3ccc4c(c3)OCO4)CC2)CC1` gave mcGAS MS inh 3.
Cc1ccc(C(=O)OCc2cc(=O)n3ccsc3n2)s1 was read as mcGAS MS inh 0.
For CN(C)C1CCN(Cc2cc3n(n2)CCCNC3)C1 (stereo unspecified) the results were mcGAS MS inh 21.
For CN(C)C=Nc1cc(=O)n(C)c(=O)n1C the results were mcGAS MS inh -6.
O=C(CSc1ccc2ccccc2c1)NC1CCS(=O)(=O)C1 (stereo unspecified) was read as mcGAS MS inh -3.
Screening O=c1c2cc3c(=O)n(C4CCCCC4)ccc3nc2ccn1CCO returned mcGAS MS inh -9.
Screening CCC1CCCCN1Cc1nnc(CC2CCNCC2)n1C (stereo unspecified) returned mcGAS MS inh -2.
`COc1cccc(C(=O)Nc2cccnc2N(C)C)n1` gave mcGAS MS inh -3.
CCN(CC1CCOC1)C(=O)/C(=C/c1ccccc1)n1nnnc1C (stereo unspecified) was read as mcGAS MS inh 9.
CCOC(=O)N1CCC(NS(=O)(=O)NCc2ccccc2)CC1 was read as mcGAS MS inh 6.
`COc1ccc(C(=O)Nn2cnc3c(cnn3-c3ccccc3)c2=O)cc1` gave mcGAS MS inh 1.
`CC(C)NC(=O)C1CCN(C2CCN(CC3CC=CCC3)CC2)CC1` (stereo unspecified) gave mcGAS MS inh -3.
CCCCNC(=O)C1(C)CCCCN1C(=O)c1cccc2c1OCCO2 (stereo unspecified) was read as mcGAS MS inh -9.
CN(CCNC(=O)C1(c2cccs2)CC1(C)C)S(C)(=O)=O (stereo unspecified) was read as mcGAS MS inh -19.
For Cc1cnc(NCCc2nn[nH]n2)nc1N(C)C the results were mcGAS MS inh -18.

The final three entries of the section before come first, to join the parts.
CCCCNC(=O)C1(C)CCCCN1C(=O)c1cccc2c1OCCO2 (stereo unspecified) was read as mcGAS MS inh -9.
CN(CCNC(=O)C1(c2cccs2)CC1(C)C)S(C)(=O)=O (stereo unspecified) was read as mcGAS MS inh -19.
For Cc1cnc(NCCc2nn[nH]n2)nc1N(C)C the results were mcGAS MS inh -18.
For CC(=O)O/N=C1/CCc2nonc2/C1=N/Nc1ccccc1 the results were mcGAS MS inh -3.
Screening Cc1cc(C(=O)N=c2sc3cc(F)ccc3n2C)nn1C returned mcGAS MS inh -5.
Screening O=C(NCc1scnc1-c1ccccc1)C1CCC(=O)N(Cc2ccccn2)C1 (stereo unspecified) returned mcGAS MS inh -2.
Screening CC1C(c2cccs2)=[N+]([O-])C(C)(c2ccc(Cl)cc2)N1O (stereo unspecified) returned mcGAS MS inh 9.
Screening O=C(c1cn(Cc2cccc(C(F)(F)F)c2)nn1)N1CCCCCC1 returned mcGAS MS inh -13.
`COc1ccccc1OCCCOc1ccccc1F` gave mcGAS MS inh -9.
For CCN(Cc1ccncc1)C(=O)CC1(CC(=O)O)CCCC1 the results were mcGAS MS inh 3.
Screening CCn1c(CC2CCN(C(=O)CCCN3CCCC3)CC2)nn(C)c1=O returned mcGAS MS inh -6.
CN(CCNS(=O)(=O)c1ccc(N2CCOC2=O)cc1)C1CC1 was read as mcGAS MS inh -7.
For COC(=O)c1nc(S(C)(=O)=O)ncc1Cl the results were mcGAS MS inh 6.
O=C(c1cn2cccnc2n1)N1C[C@@H]2C3CCC(CC3)[C@@H]2C1 was read as mcGAS MS inh -15.
`Cc1cc(/C=C/c2ccccc2)cnc1N` gave mcGAS MS inh -28.
